Compound activity (PubChem BioAssay)
ABHD4 inh – ABHD4 inhibitors, primary screen, biochemical, fluorescence polarization, mouse; (Lyso)-N-acylphosphatidylethanolamine lipase (Mus musculus), Q8VD66; purified mABHD4, FP-Rh probe fluorescence polarization; inhibition, % at 8.92 µM; 370,000 compounds, 0.54% hits;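 active means inhibition exceeding the mean over every tested compound plus 3 SD, cut at about 30% in these data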;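 further: 0% = plate median of compound wells and 100% = S159A mutant with DMSO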
Target sequence (Q8VD66 whole entry, looked up): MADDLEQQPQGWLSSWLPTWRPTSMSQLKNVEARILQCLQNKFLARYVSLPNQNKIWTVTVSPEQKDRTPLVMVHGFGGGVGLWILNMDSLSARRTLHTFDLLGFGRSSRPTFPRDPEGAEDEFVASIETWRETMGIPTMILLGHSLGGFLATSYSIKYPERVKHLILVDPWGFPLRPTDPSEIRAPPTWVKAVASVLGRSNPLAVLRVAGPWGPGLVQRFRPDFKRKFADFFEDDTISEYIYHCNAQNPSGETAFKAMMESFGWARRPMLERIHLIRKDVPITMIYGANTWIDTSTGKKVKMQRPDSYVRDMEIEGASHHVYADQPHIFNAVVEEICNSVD
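system = mouse ABHD4 enzyme, wild type | medium = HEPES pH 7.0, NaCl, Pluronic buffer | also added = FP-Rh probe | incubation = Enzyme–compound pre-incubation 45 min, then probe 60 min, both 25 °C | technique = fluorescence polarization, excitation 525 nm, emission 598 nm, BODIPY TMR filters | controls = S159A mutant high control, sample median low control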
Rev-erbA mod – modulators of Rev-erb alpha DNA binding, primary screen, biochemical, FITC-DNA, fluorescence polarization, uHTS | Rev-erbα–FITC-DNA binding, 90 min | activity, % at 10 µM | 370,000 compounds, 0.79% hits | AID 1259318, 2017;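 active means activity above about 14%, limit read from the data; passing the limit was not always enough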;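 further: 0% = DMSO wells with 35 nM protein and 100% = DMSO wells with 750 nM protein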
Target sequence (P20393 whole entry, looked up): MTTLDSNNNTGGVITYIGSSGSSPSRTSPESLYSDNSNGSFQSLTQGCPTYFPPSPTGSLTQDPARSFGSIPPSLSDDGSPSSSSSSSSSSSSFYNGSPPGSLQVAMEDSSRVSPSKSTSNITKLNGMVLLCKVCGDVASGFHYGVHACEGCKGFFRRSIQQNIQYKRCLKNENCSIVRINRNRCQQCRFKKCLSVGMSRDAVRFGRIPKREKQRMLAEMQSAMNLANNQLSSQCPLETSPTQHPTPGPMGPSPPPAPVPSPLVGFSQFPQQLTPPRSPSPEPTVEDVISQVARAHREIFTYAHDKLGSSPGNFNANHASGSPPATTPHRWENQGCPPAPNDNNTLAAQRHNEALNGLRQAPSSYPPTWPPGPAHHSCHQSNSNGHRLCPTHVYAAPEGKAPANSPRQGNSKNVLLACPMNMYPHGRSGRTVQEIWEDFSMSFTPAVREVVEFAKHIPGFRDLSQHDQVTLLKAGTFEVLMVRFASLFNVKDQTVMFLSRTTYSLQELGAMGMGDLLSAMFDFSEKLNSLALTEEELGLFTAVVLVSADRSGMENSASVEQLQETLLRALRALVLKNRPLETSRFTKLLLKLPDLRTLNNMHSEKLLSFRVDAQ
PG9 binder – binders of HIV-1 gp120 antibody PG9, primary screen, biochemical, TR-FRET | HIV-1 gp120 / PG9 antibody interaction | TR-FRET gp120-PG9 antibody binding | inhibition, % at 6.7 µM | 360,000 compounds, 0.43% hits; in the data active means inhibition above about 8.5%
NPR1 activator – GC-A stimulated cGMP production enhancers – HEK293 GC-A cells, cGMP TR-FRET, EC30 ANP, primary screen | Atrial natriuretic peptide receptor 1 (Homo sapiens), P16066 | 0% at EC30 ANP, 100% saturating ANP | activation, % at 10 µM | 370,000 compounds, 0.14% hits; in the data active means activation above about 40%
ASAP1 GAP inh – inhibitors of human ASAP1 ArfGAP activity, primary screen, biochemical, fluorescence polarization; Arf-GAP with SH3 domain, ANK repeat and PH domain-containing protein 1 (Homo sapiens), …; ASAP1-stimulated ARF1 GTP hydrolysis, GDP FP detection; inhibition, % at 16.5 µM; 360,000 compounds, 0.19% hits; AID 624377, 2012; in the data active means inhibition above about 25%;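 further: 0% = vehicle with enzyme and substrate and 100% = no enzyme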
rCAG RNA binder – binders of r(CAG) RNA repeats, primary screen, biochemical, fluorescence; r(CAG) RNA repeat, TO-PRO-1 dye displacement fluorescence; inhibition, % at 3 µM; 370,000 compounds, 1.3% hits;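 active means inhibition above the plate cutoff, the mean of all test compounds on that plate plus 3 SD, cut at about 35% in these data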;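 further: 0% = DMSO alone and 100% = 100 µM mitoxantrone as full dye displacement; higher means more dye released from RNA so lower well fluorescence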
HTRA1 inh – HTRA1 serine protease inhibitors, primary screen, biochemical, fluorescence polarization, HTS | Q92743 | recombinant HTRA1, FP-rhodamine activity-based probe | inhibition, % at 5.96 µM | 340,000 compounds, 0.5% hits; in the data active means inhibition above about 36%;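 further: 0% = enzyme with DMSO and 100% = wells lacking enzyme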
GC-B act – human GC-B receptor activators, primary screen, HEK293 GC-B cells, cGMP TR-FRET, EC30 CNP | AID 1920062, 2024 | 0% at EC30 CNP, 100% saturating CNP | activation, % at 10 µM | Atrial natriuretic peptide receptor 2 (Homo sapiens), P20594 | 370,000 compounds, 0.11% hits;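 active means activation at 10 µM reaching about 35% in either raw or pattern-adjusted values, limit read from the data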
ARFGAP1 inhibitor – inhibitors of rat ARFGAP1 GAP activity, primary screen, biochemical, fluorescence polarization, GDP tracer. Arfgap1-stimulated ARF1 GTP hydrolysis, GDP FP detection. 360,000 compounds, 0.26% hits. inhibition, % at 16.5 µM. AID 651572, 2012;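 active means inhibition above a per-plate limit, mean inhibition of low control wells plus 3 SD, cut at about 25% in these data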;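 further: 0% = DMSO wells with enzyme and 100% = wells lacking Arfgap1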
Target sequence (Q62848 1-136 limits assumed): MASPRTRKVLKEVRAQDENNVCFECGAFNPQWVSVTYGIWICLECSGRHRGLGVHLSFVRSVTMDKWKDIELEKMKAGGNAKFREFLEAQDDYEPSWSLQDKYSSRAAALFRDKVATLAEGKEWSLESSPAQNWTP
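Material: truncated rat Arfgap1 GAP domain; Incubation: compound-enzyme preincubation 20 min, reaction 120 min, detection 60 min, 25 °C; Read-out: percent inhibition of Arfgap1-stimulated GTP hydrolysis; Technique: FP, GDP Alexa 633 tracer displaced from anti-GDP antibody, 620/688 nm; Controls: No-Arfgap1 wells (100%) versus DMSO full-reaction wells (0%); Replication: single well per compound.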
SMARCA2 activ – SMARCA2 (BRM) function activators, primary screen, cell-based, luminescence, high throughput; MG213 cells, MMTV-luciferase reporter, dexamethasone, overnight; activation, % at 9.1 µM; 370,000 compounds, 1% hits; in the data active means activation above about 7.8%;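 further: 0% = vehicle wells and 100% = reference activator wells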
Active calls of the source: *; nt = no result given; & = joins results of further samples.

SMILES	ABHD4 inh	Rev-erbA mod	PG9 binder	NPR1 activator	ASAP1 GAP inh	rCAG RNA binder	HTRA1 inh	GC-B act	ARFGAP1 inhibitor	SMARCA2 activ
CC(C)OC(=O)c1ccc(N2C(=O)C3CC=CCC3C2=O)cc1 (configuration not stated)	3	1	-2.2	4	-12	-7	6	1	-7	8.8*
CCN1C[C@@H]2[C@@H]3C(=O)N(C)C(=O)[C@@H]3[C@](Cc3ccccc3)(C1=O)N2C(=O)c1ccccc1	-5	6	-1.4	-1	15	-2	4	0	-1	2
O=C(COC(=O)c1ccc(S(=O)(=O)NCc2ccco2)cc1)NC1CCCCC1	0	0	0.1	2	5	2	-1	-4	4	6
CC(=O)Nc1ccc(CC#N)cc1	-2	3	-2.8	1	-2	-8	10	1	3	-1
Cc1cc(C)c(S(=O)(=O)N(CC(=O)NCc2cccnc2)C2CCCCC2)c(C)c1	-13	-4	3.1	-3	-5	-2	-9	-6	30*	-2
Cc1ccccc1NC(=O)Cn1cnc2c1c(=O)n(C)c(=O)n2C	-1	11	-0.1	1	1	2	4	-2	3	-3
O=C(NCC1CCCO1)C1CCN(S(=O)(=O)Cc2ccccc2)CC1 (configuration not stated)	3	2	2.9	1	2	-2	-4	2	0	-3
COc1ccccc1NC(=O)CCCc1c[nH]c2ccccc12	-7	-3	-2.1	-2	13	1	-10	-1	-5	-1
COC(=O)Cc1[nH]n(-c2nc3ccccc3s2)c(=O)c1C(C)=Nc1ccc(OC)cc1	1	1	-0.8	0	12	5	6	-2	-6	-3
COc1ccc(C2CC(=O)C3=C(C2)Nc2ncnn2C3c2ccccc2C)cc1 (configuration not stated)	-1	5	0.0	2	9	-2	-4	-6	5	0
S=C(c1ccccc1)N(c1ccccc1)c1ccccc1	-8	-2	0.0	-3	-7	-4	-10	-8	-14	-8
CCOc1ccc(C(=O)Nc2ccc3c(c2)OCCO3)cc1[N+](=O)[O-]	-2	1	0.6	2	6	3	nt	-2	-1	-2
COc1cc(CC(=O)Nc2ccc3nc(C)sc3c2)cc(OC)c1OC	-1	1	-2.3	-4	-10	1	-3	-4	-4	-1
COc1cc(NC(=O)Cn2nc(Cc3cccnc3)c3ccccc3c2=O)cc(OC)c1OC	-5	-2	-1.3	-3	14	2	0	-5	-3	-1
CN(Cc1cnn(Cc2ccccc2)c1)C(=O)CN=C1NS(=O)(=O)c2ccccc21	-7	9	-0.6	0	6	2	-6	-8	-8	-4
COc1ccc(NC(=O)CCC(=O)N/N=C/c2cccnc2)cc1	4	1	0.1	5	-2	-1	0	-6	-12	0
O=C(N/N=C/c1ccc2ccccc2c1)c1ccc(COc2ccc3c(c2)CCC3)o1	7	-11	-0.2	0	4	3	-2	2	6	-2
Cc1nn(-c2ncccn2)c2c1C(=O)CC(C)(C)C2Br (configuration not stated)	-4	9	-0.3	2	-3	1	5	5	13	-4
CC(C)N=C(Nc1cccnc1)c1ccccc1	4	4	-0.2	0	2	7	10	-3	0	2
c1coc(CNCC2OCCc3ccccc32)c1 (configuration not stated)	-6	3	0.0	-2	-3	-2	-1	4	-3	0
CC12CC3CC(C)(C1)CC(C(=O)NC(=S)N1CCCCC1)(C3)C2	2	nt	-3.1	nt	-12	-3	-3	nt	-9	0
COc1ccc(CNC(=O)/C=C/C(=O)O)cc1OC	-3	-3	-2.2	0	-14	-1	4	3	0	1
COc1cc(OC)cc(C(=O)NNC(=O)C(CCC(N)=O)NS(=O)(=O)c2ccc(Cl)cc2)c1 (configuration not stated)	-3	-3	-0.2	2	1	2	2	-1	-15	-2
S=C(Nc1ccccc1)N1CCCN1c1ccccc1	-2	-1	-0.6	-6	-1	-1	3	-1	0	-5
Cc1ccc(Nc2nnc(SCC(=O)NCc3ccco3)s2)cc1	-2	-2	1.4	3	2	5	-5	-7	9	2
SMILES	ABHD4 inh	Rev-erbA mod	PG9 binder	NPR1 activator	ASAP1 GAP inh	rCAG RNA binder	HTRA1 inh	GC-B act	ARFGAP1 inhibitor	SMARCA2 activ
COCCCNC(=O)Cn1nnc(-c2ccccc2NC(=O)c2ccc(F)cc2)n1	1	8	0.1	0	7	-2	-1	-10	1	-1
O=C(/C=C/c1ccccc1)Nc1ccc(CN2CCOCC2)cc1	-10	4	-1.8	1	10	-6	2	2	14	-2
Cc1nn2c(N3CCOCC3)cc(C(C)(C)C)nc2c1-c1ccccc1	-3	22	0.1	0	8	-2	8	6	3	-3
Cc1nc(N2CCN(C(=O)c3ccco3)CC2)nc2c1C(=O)CCC2	6	5	0.9	3	6	-6	-1	-2	4	0
CCOn1c(=O)c(-c2cccc(Br)c2)[n+]([O-])c2ccccc21	2	3	-0.6	3	1	-4	3	0	-1	0
Cc1ccc(NC(=O)Cn2nnc(C(=O)NCc3ccco3)c2N)c(C)c1	0	-6	1.4	1	-10	0	-1	5	-10	-1
COc1ccccc1C1CC(=O)NC(SCC(=O)Nc2ccccc2)=C1C#N (configuration not stated)	-4	0	1.9	-1	0	4	-11	-1	20	-2
O=C(Nc1ccc(N2CCCCC2)c(Cl)c1)c1cccnc1	-11	2	-1.6	-4	16	0	4	-5	9	-1
O=C(COc1ccc(Br)cc1)N/N=C1/SCC(=O)N1Cc1ccccc1	-9	-8	-1.2	-3	3	-5	-9	-9	-1	-3
CCN(C(=O)CN1CCN(S(=O)(=O)c2cc(Cl)ccc2Cl)CC1)c1c(N)n(Cc2ccccc2)c(=O)[nH]c1=O	1	-4	-0.3	-1	-9	-6	0	4	0	-1
COC(=O)C1(Cc2cc(-c3ccccc3)no2)CCN(C(=O)OC(C)(C)C)CC1	-4	-1	1.5	3	2	-10	-8	-4	14	1
Cc1c(C(=O)N2CCN(S(=O)(=O)c3cccs3)CC2)oc2ccc(F)cc12	3	2	-1.5	-2	6	7	4	-2	-3	-2
O=S1(=O)c2ccc(N3CC[C@H](O)C3)cc2OCCCN1C1CC1	2	7	nt	2	nt	11	nt	3	nt	-1
CN1CCN(S(=O)(=O)c2cccc(C(=O)Nc3cc(C(N)=O)cc(C(N)=O)c3)c2)CC1	0	-3	-0.8	0	-14	-2	4	0	3	4
O=C(O)CCNc1ccc2c(c1)OCCO2	5	2	-1.4	1	-3	0	2	-2	0	-3
Cc1ccc([N+](=O)[O-])cc1S(=O)(=O)Nc1ccc(-c2ccc(N3CCOCC3)nn2)cc1	12	-6	-1.2	0	8	30	3	-8	17	-1
CCCNC(=O)C1(C)CCCN(Cc2ccc(-c3ccccc3)o2)C1 (configuration not stated)	2	2	-1.2	-1	-7	-3	nt	-2	-3	-4
COc1ccc(NS(=O)(=O)c2cc(NC(=O)C3=NN(c4ccccc4)C(=O)CC3)ccc2OC)cc1	-6	-3	0.1	0	1	10	-27	-3	8	-1
Cc1ccccc1Cn1ccc(NC(=O)c2cc3ncc(Br)cn3n2)n1	4	-3	0.1	1	-8	-3	0	7	8	5
COc1ccc(NC(=O)Nc2ccc(F)cc2)c(C)c1	1	5	-0.3	2	5	-1	-4	8	-9	-3
CNC(=O)NC(=O)COC(=O)c1n[nH]c2ccccc12	1	-4	-1.6	2	7	-1	4	-1	5	0
CC(O)(Cc1cccnc1)c1cccs1 (configuration not stated)	12	8	0.9	-2	-12	0	1	0	1	-6
CCOc1ccc(CN2CCN(Cc3cn(CC)nc3C)CC2CCO)cc1 (configuration not stated)	0	8	0.9	4	17	-6	-8	3	-1	0
Brc1ccc(Oc2ncc(CN3CCOCC3)s2)cc1	-5	-3	-1.7	15	-6	-4	-2	4	3	1
CC1=C(c2ccccc2)C=NNCC1=O	-7	-1	-3.5	0	-18	4	2	-1	-2	-2
SMILES	ABHD4 inh	Rev-erbA mod	PG9 binder	NPR1 activator	ASAP1 GAP inh	rCAG RNA binder	HTRA1 inh	GC-B act	ARFGAP1 inhibitor	SMARCA2 activ
Cc1cc(=O)oc2c(C)c(OC(C)C(=O)NC(Cc3c[nH]c4ccc(O)cc34)C(=O)O)ccc12 (configuration not stated)	6	5	-2.6	-3	11	12	0	2	1	0
O=C(O)c1ccc2cccc(Cl)c2c1O	10	3	7.4	3	-2	7	-1	3	-3	1
CCOC(=O)[C@]12CCC=C1N(Cc1cccc3ccccc13)C(=O)[C@H](CC(=O)NCCCOC)C2	0	-8	-7.1	3	-8	2	nt	2	-9	-6
CC(=O)Nc1cccc(O)c1	0	-8&6	-1.2	1	12	0	2	-8	-5	-5
CCCCOCCCNCc1cccn1CCN1CCOCC1	13	-1	0.8	-2	-1	-9	2	4	3	-2
CCN(CC)S(=O)(=O)c1ccc(S(=O)(=O)Nc2ccc(C(=O)N3CCCC3)cc2)cc1	2	-2	-1.3	0	8	8	-1	2	8	-4
Cc1ccccc1NC(=S)NNC(=O)c1cccc(Br)c1	4	-7	1.3	4	-10	16	2	-3	0	-3
Cc1cc(NC(=O)c2ccc(N(C)S(=O)(=O)c3ccccc3)cc2)no1	0	2	2.9	-7	2	-2	-14	3	-3	-4
CCOc1ccc(C2Sc3ccccc3NC3=C2C(=O)OC3)cc1 (configuration not stated)	-6	0	-0.8	-1	7	1	-18	4	1	0
CC1=CC(=O)C(C(C)=Nc2cccc(Cl)c2)C(=O)O1 (configuration not stated)	9	-1	-1.0	-4	6	1	3	2	-5	-1
CCn1c(SCC(=O)N/N=C(\C)c2ccco2)nnc1-c1ccccc1	-2	0	-1.7	-1	-6	1	-2	1	5	-3
CCOc1ccc(S(=O)(=O)N2CCCCCC2)cc1	-12	0	1.9	-2	-5	-6	-6	3	-3	0
O=C(Cn1ncc2c(=O)oc3ccccc3c21)N1CCc2ccccc2C1	0	-2	0.7	-4	-12	5	2	0	2	-1

Looked up one by one from the entries so far (four):
SMILES	ABHD4 inh	Rev-erbA mod	PG9 binder	NPR1 activator	ASAP1 GAP inh	rCAG RNA binder	HTRA1 inh	GC-B act	ARFGAP1 inhibitor	SMARCA2 activ
CC(=O)Nc1cccc(O)c1	0	-8&6	-1.2	1	12	0	2	-8	-5	-5
CCOC(=O)[C@]12CCC=C1N(Cc1cccc3ccccc13)C(=O)[C@H](CC(=O)NCCCOC)C2	0	-8	-7.1	3	-8	2	nt	2	-9	-6
CCOc1ccc(C2Sc3ccccc3NC3=C2C(=O)OC3)cc1 (configuration not stated)	-6	0	-0.8	-1	7	1	-18	4	1	0
Cc1cc(=O)oc2c(C)c(OC(C)C(=O)NC(Cc3c[nH]c4ccc(O)cc34)C(=O)O)ccc12 (configuration not stated)	6	5	-2.6	-3	11	12	0	2	1	0
